PAX8 inh HTS = PAX8 transcriptional activity inhibition; 360,000 compounds, 1.2% hits; inhibition, % at 12.6 µM; RMG-I TPO-luciferase reporter, SteadyGlo, 24 h;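 active means mean replicate inhibition at least 60% with every replicate also reaching 60%; inconclusive means only one of the two criteria is met; inactive means mean below 60% and not all replicates reaching 60%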;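 further: luciferase light reporting Pax8 driven TPO promoter activity; plate controls were median of neutral control wells for no effect and mitoxantrone controls for full effect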
CFTR F508del cor = CFTR F508del correction in bronchial cells; CFBE cells, YFP halide quenching; stimulated with forskolin plus potentiator P3; % fluorescence drop versus neutral controls; activity (quench increase), % at 7.58 µM; 350,000 compounds, 0.36% hits; AID 720511;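 active means mean added fluorescence quench of at least 8% versus neutral control, with both replicates also reaching 8%; inconclusive means only one of the mean or replicate conditions met; inactive means mean below 8% and not both replicates reaching 8%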;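 further: cells transiently co-express mutant CFTR-F508del with the halide-sensitive YFP; corrector assay measuring rescue of mutant channel to the surface after 24 h compound exposure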
GSIS activator = GLuc luminescence reporter in INS-1E cells, primary screen for activators of glucose-dependent secretion of insulin; AID 743287; 370,000 compounds, 0.61% hits; INS-1E GLuc reporter insulin secretion, 2-3 h; activation, % at 16.6 µM;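 active means lowest replicate activation of at least 40%, so every replicate reaches that level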;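 further: 0% = median of neutral control wells and 100% = median of IBMX positive control wells; some compounds called inactive have numbers as strong as hits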
FN deposition inh = fibronectin deposition inhibition. AH1F fibroblasts, Alexa488-fibronectin deposition fluorescence, overnight. AID 743247. 350,000 compounds, 0.086% hits. inhibition, % at 12.6 µM;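 active means mean inhibition across replicates of 30% or more, regardless of how many single replicates reach that level; inconclusive means mean under 30% yet at least half of replicates reach 30%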;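 further: positive control wells lacked labelled fibronectin entirely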
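Assay system: AH1F fibroblasts / Quantity: 10000 cells per well / Medium: DMEM plus 2% serum, read in PBS / Reagent: labelled fibronectin 24 nM / Dosing: single dose, pinned / Times: 1 h cell attachment, overnight exposure to compound and label / Signal: fluorescence, ex 485 nm, em 525 nm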
miR-122 sensor = blocks miR-122 activity in Huh7 sensor cells | activation (reporter increase), % at 12.5 µM | 340,000 compounds, 0.3% hits | Huh7 miR-122 Renilla luciferase sensor, 48 h; neutral wells = 0, positive control = 100 | AID 602342;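 active means mean replicate activation score at least 90 and every replicate individually at or above 90; inconclusive means only one of the two criteria met; inactive means neither criterion met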;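 further: higher luciferase means less miR-122 activity so hits act as miR-122 inhibitors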
DENV2 CPE = DENV2-induced cell death inhibition; DENV2-infected cells, cytopathic effect rescue, plate reader; CPE inhibition, % at 9.99 µM; 350,000 compounds, 1.7% hits; AID 651640; in the data active means CPE inhibition above about 20%, passing the limit was not always enough; inconclusive means no clear call, values can overlap the other calls; tested in BHK-21 cells;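 further: 0% = median of neutral control wells and 100% = median of positive control wells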
EWS-Fli block = blocks EWS/Fli oncoprotein-driven transcription | inhibition, % at 12.6 µM | A673 NR0B1-luciferase reporter, viability-normalised | 350,000 compounds, 0.67% hits;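 active means mean inhibition of at least 50% after viability correction, with every replicate also passing that limit; inconclusive means mean reaches 50% but only one of two replicates passes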;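 further: firefly luciferase signal divided by Alamar Blue viability fluorescence both relative to DMSO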
* = called active by the depositor; ? = inconclusive; nt = not tested or not shown; [ ] = remark or other dose. Outcome played no part in choosing rows. Share with any hit: about 3.9%.

Values in the order – PAX8 inh HTS	CFTR F508del cor	GSIS activator	FN deposition inh	miR-122 sensor	DENV2 CPE	EWS-Fli block
Cc1ccc(NC(=O)CC2NCCN(Cc3ccccc3)C2=O)cc1 (stereo not drawn)
→ -11	-2.8	7	-4	-4	4	4
COc1ccccc1N1CCN(CCCCOc2c(OC)cccc2OC)CC1
→ 23	1.4	6	2	-7	-5	3
Cc1ccc2[nH]c(=O)c(CN(Cc3cccs3)C(=S)NCc3ccco3)cc2c1
→ 12	nt	-18	0	22	3	12
CC(=O)Nc1cccc(C(=O)NCC2(N3CCCCC3)CCCCC2)c1
→ 3	-3.1	0	nt	nt	nt	-3
C#CC1(NC(=O)NC(C)C)CCCCC1
→ -1	-1.7	17	3	nt	-2	-8
COc1cc(C#N)c(NS(=O)(=O)c2ccc3[nH]c(=O)sc3c2)cc1OC
→ 3	-3.2	6	-1	nt	7	nt
CCCCn1nc2cc(C(=O)NCc3ccc(OC)cc3)ccc2c1OCC
→ -29	-0.1	-26	0	nt	-7	16
COc1cc(C(=O)OCC(=O)N(CC(C)C)C2CCS(=O)(=O)C2)cc(OC)c1C (stereo not drawn)
→ -22	0.4	nt	1	1	2	1
COC(=O)CCC/C=C1/SCC(NC(=O)c2ccccc2)/C1=N/O (stereo not drawn)
→ 5	2.9	2	1	nt	-2	4
CCC(=O)N1CC(=O)N2[C@H](CO)[C@H](c3ccc(C#CCC(C)C)cc3)[C@@H]2C1
→ -9	0.0	-1	4	nt	-8	1
COc1ccc(NS(=O)(=O)c2ccc(-c3coc(C)n3)cc2)cc1
→ -9	-2.6	9	-4	4	7	nt
Cc1noc(C)c1S(=O)(=O)N(C)C[C@H]1Oc2ccc(NS(C)(=O)=O)cc2C(=O)N([C@@H](C)CO)C[C@H]1C
→ nt	-0.6	11	nt	8[16.7 µM]	-2	1
Cc1noc(C)c1NC(=O)N(C)C[C@H]1Oc2ccc(NC(=O)Nc3cccc4ccccc34)cc2C(=O)N([C@H](C)CO)C[C@@H]1C
→ 11	-0.5	-2	nt	4[16.7 µM]	-5	9
Oc1ccc(Cl)cc1C1=Nc2ccccc2N=C(c2ccco2)C1
→ nt	-1.3	2	nt	62	0	-16
Cc1ccc(Nc2nnc(-c3ccc4c(c3)OCO4)o2)c(C)c1
→ -9	-0.2	11	1	6	12	-64
Cc1nnc(NC(=O)C(C)Sc2nnc(-c3ccco3)n2C)s1 (stereo not drawn)
→ -19	1.5	8	-1	-5	18	3
CC(=O)Oc1cc2c(C(=O)NCc3ccncc3)c(C)oc2c2ccccc12
→ 7	-0.7	8	7	-8	13	-1
Cc1c(C(=O)O/N=C(\N)c2ccccn2)cccc1[N+](=O)[O-]
→ -17	-1.0	nt	-18	nt	2	-34
CC1CCCC(NC(=O)COC(=O)[C@@H](NC(=O)c2ccco2)C(C)C)C1C (stereo partly drawn)
→ 19	0.3	7	4	nt	5	3
CO[C@H]1CN(C)C(=O)c2ccc(NC(=O)c3ccccc3)cc2OC[C@@H](C)NC[C@@H]1C
→ 1	1.0	20	-3	nt	2	-5
C[C@H](CO)N1C[C@H](C)[C@H](CN(C)C)Oc2cc(/C=C/c3ccccc3)ccc2S1(=O)=O
→ nt	-1.8	2	-3	-6[16.7 µM]	2	-1
COC(=O)c1ccc2nc(-c3cccc(Br)c3)c(Cc3ccccc3OC)n2c1
→ 9	-2.7	0	2	nt	-4	-23
COc1ccc(OC)c(NC(=O)CSc2nc3[nH]c(=O)cc(O)c3s2)c1
→ 55	-3.3	-7	-19	-1	0	-3
CCCCCC(=O)Nc1ccc(-c2cn3cccnc3n2)cc1
→ -7	1.5	-2	-1	-3	5	-18
Cc1ccccc1S(=O)(=O)NC(=NCc1ccc(F)cc1)c1ccccc1
→ 7	0.1	-16	-1	20	8	2
CN(Cc1cccc(Cl)c1)C(=O)C1CSC2(C)CCC(=O)N12 (stereo not drawn)
→ 0	1.6	-3	-1	2	1	0
CC(=O)N1CCC(Nc2ccc(C)cc2)CC1
→ -4	-1.4	11	10	-8	1	0
Cc1cc(C)n(-c2ccc(NC(=O)C3CCCCN3Cc3cccc4c3OCO4)cc2)n1 (stereo not drawn)
→ 23	-0.5	-40	nt	4	0	nt
Cc1noc(C)c1NC(=O)N(C)C[C@@H]1OCCCC[C@@H](C)Oc2ccc(NC(=O)c3ccccc3)cc2C(=O)N([C@H](C)CO)C[C@H]1C
→ -6	-1.3	-10	-3	-3[16.7 µM]	1	-1
C[C@H](CO)N1C[C@H](C)[C@@H](CN(C)CC2CC2)Oc2cc(C#CC(C)(C)O)ccc2S1(=O)=O
→ nt	0.0	10	nt	-5[16.7 µM]	0	5
C[C@@H]1CCCCO[C@H](CN(C)Cc2ccc(Cl)c(Cl)c2)[C@@H](C)CN([C@H](C)CO)C(=O)c2cc(NS(C)(=O)=O)ccc2O1
→ -1	4.2	-19	nt	1[16.7 µM]	9	-10
C[C@@H]1CN([C@H](C)CO)C(=O)Cc2cc(NC(=O)Cn3cnnn3)ccc2O[C@H]1CN(C)C(=O)Nc1ccc(F)cc1
→ 5	-3.0	9	nt	8[16.7 µM]	nt	-6
Fc1cccc(CNc2ncnc3cc(Cl)ccc23)c1F
→ 22	1.8	7	4	12	-3	19
CC1(c2ccc(OC(F)F)cc2)NC(=O)N(CC(=O)Nc2cccc(S(N)(=O)=O)c2)C1=O (stereo not drawn)
→ 8	0.3	13	-4	-2	nt	-8
COc1ccc(CCN(Cc2cc3ccc(C)cc3[nH]c2=O)C(C)=O)cc1OC
→ -4	2.0	11	2	-10	-1	0
O=C(Cc1ccncc1)N1CC[C@@H]2[C@@H](CO)Nc3ccc(C4=CCCCC4)cc3[C@@H]21
→ nt	3.5	9	-5	nt	-13	nt
O=[N+]([O-])c1ccccc1-c1cc(-c2cc(Cl)ccc2O)n[nH]1
→ -29	nt	-5	12	0	nt	nt
Cc1ccc(NC(=O)CCNS(=O)(=O)c2cccc3nsnc23)cc1
→ 27	-0.6	-9	2	-2	2	4
CC1(C)C(=O)Nc2ccccc2N1C(=O)COC(=O)/C=C/c1ccc(OC(F)F)cc1
→ -5	-0.9	7	-5	nt	-1	1
CCCCS(=O)(=O)NCC1CCN(C(=O)C(=O)c2cc3ccccc3o2)CC1
→ 12	-1.9	-1	-2	nt	10	2
COc1ccc(S(=O)(=O)NCCc2nnc3ccc(SCC(=O)Nc4nc(C)cs4)nn23)cc1
→ -2	nt	4	2	nt	nt	nt
COc1ccc(C)c2sc(N(CCN(C)C)C(=O)c3ccc4ccccc4c3)nc12
→ 14	-0.5	-29	5	-5	3	1
C[C@@H]1CCCCO[C@@H](CN(C)S(=O)(=O)c2ccccc2)[C@@H](C)CN([C@@H](C)CO)C(=O)c2cc(NC(=O)NC3CCCCC3)ccc2O1
→ 1	0.1	0	0	0[16.7 µM]	-6	1
O=C(CNC(=O)c1ccc(Br)o1)NCc1ccc(Cl)cc1Cl
→ -8	0.7	nt	4	-4	-7	nt
Cc1cc(C(=O)Nc2cccc3c2O[C@H](CN(C)Cc2ccccc2)[C@H](C)CN([C@H](C)CO)C3=O)n(C)n1
→ 5	-1.4	15	nt	4[16.7 µM]	-3	-7
COc1ccccc1-c1cnc2c(c1)C(=O)N([C@@H](C)CO)C[C@H](C)[C@@H](CN(C)Cc1ccncc1)O2
→ nt	0.5	1	-1	-7[16.7 µM]	3	-16
COc1ccc(C(=O)Nc2ccc3c(c2)OC[C@H](C)N(C(C)=O)C[C@H](C)[C@H](OC)CN(C)C3=O)cc1
→ nt	2.8	-7	-13	-3[16.7 µM]	1	-8
CCOC(=O)C1=C(C)N(C)C(=S)N(C)C1c1ccc(OC)cc1 (stereo not drawn)
→ 8	-2.3	21	-3	nt	2	-1
Cc1c(C(=O)N(Cc2ccccc2)C(C)C)oc2ccc(S(=O)(=O)N3CCOCC3)cc12
→ 18	1.9	-13	19	-6	4	nt
COc1ccc(S(=O)(=O)Nc2ccc3c(c2)C(=O)N([C@@H](C)CO)C[C@@H](C)[C@H](CN(C)S(=O)(=O)c2ccccc2)O3)cc1
→ -14	3.2	0	nt	-2[16.7 µM]	-4	-9
COc1ccccc1CNC(=O)C[C@@H]1C[C@@H]2c3cc(NS(=O)(=O)c4ccc(F)cc4)ccc3O[C@@H]2[C@H](CO)O1
→ -5	4.9	-20	nt	-7[16.7 µM]	1	1
C[C@H](NC(=O)c1[nH]cnc1C(=O)Nc1cccc(Cl)c1)c1ccccc1
→ 11	1.2	0	-17	3	-7	22
CCOC(=O)c1c(C)[nH]c(C(=O)COC(=O)c2ccc(O)cc2)c1C
→ -12	3.0	2	6	6	1	-55
CN1CCN(C(=O)C[C@H]2CC[C@@H]3[C@H](COc4ccc(NC(=O)C5CCC5)cc4C(=O)N3C)O2)CC1
→ -22	-2.5	2	-8	nt	12	1
CN1CCc2c(sc3c2C(=O)NC(c2cccs2)N3)C1 (stereo not drawn)
→ nt	-0.8	25	nt	nt	-3	-49
O=C(C[C@H]1C=C[C@@H](NC(=O)Nc2ccc(C(F)(F)F)cc2)[C@@H](CO)O1)NCCN1CCCC1
→ -10	-1.5	5	2	nt	-6	-61
COc1cccc(NC(=O)CN(C)CC(=O)Nc2ccc(Cl)cc2[N+](=O)[O-])c1
→ -9	2.0	10	-29	1	-1	-4
CC(C)Oc1ccc(CNC(=O)C2CCCN(S(=O)(=O)N3CCOCC3)C2)cc1 (stereo not drawn)
→ -8	-0.1	4	2	-6	-2	nt
CC(NC(=O)CC1SC(N)=NC1=O)c1ccccc1 (stereo not drawn)
→ 9	nt	-5	-4	nt	nt	nt
COc1ccc(C)cc1NC(=O)CSc1cccc[n+]1[O-]
→ 1	-2.0	-2	8	-2	10	1

Next part
Values in the order – PAX8 inh HTS	CFTR F508del cor	GSIS activator	FN deposition inh	miR-122 sensor	DENV2 CPE	EWS-Fli block
O=C(C1CCCO1)N1CCN(C(=S)Nc2ccc(Cl)cc2Cl)CC1 (stereo not drawn)
→ 12	-0.4	-27	9	nt	-3	-1
CCCCn1c(N)c(N(CCOC)C(=O)c2sc3cc(F)ccc3c2Cl)c(=O)[nH]c1=O
→ nt	2.6	1	0	-5	4	1
Cc1ccc2oc3c(SCc4nc5ccccc5[nH]4)nc(C)nc3c2c1
→ -1	1.9	nt	0	7	?	-4
COc1ccc(S(=O)(=O)Nc2ccc3c(c2)C(=O)N([C@@H](C)CO)C[C@@H](C)[C@H](CN(C)C(=O)Nc2ccc(F)cc2)OCCCC[C@@H](C)O3)cc1
→ 20	-1.3	-6	nt	-2[16.7 µM]	4	-3
CN(Cc1cccc(-n2cccn2)c1)Cc1cn(C)nc1-c1ccccc1F
→ -1	-2.7	-2	0	nt	13	10
CCCCN(C)C(=O)c1cn(CC)c2nc(C)ccc2c1=O
→ nt	nt	10	5	8	nt	nt
C[C@@H]1CN([C@H](C)CO)C(=O)c2cc(C3=CCCC3)cnc2O[C@@H]1CN(C)Cc1ccc(C(=O)O)cc1
→ 19	0.9	-2	-11	-11[16.7 µM]	15	-5
N/C(CC(=O)Nc1cc(C(F)(F)F)ccc1Cl)=N\O
→ 7	-2.1	-23	-7	-1	13	6
O=C(Nc1ccc(Cl)c(S(=O)(=O)N2CCCCC2)c1)c1cccnc1
→ 15	2.1	7	-1	nt	2	16
COc1ccc(/C(C)=N/NC(=O)c2sccc2-n2cccc2)cc1
→ -13	-0.2	15	14	0	3	-19
O=C(C[C@H]1C[C@H]2c3cc(NC(=O)c4cccnc4)ccc3O[C@H]2[C@H](CO)O1)NCc1ccccn1
→ -6	-1.7	8	nt	2[16.7 µM]	7	-5
COC(=O)Cc1ccc(NC(=S)NCCC(C)C)cc1
→ 1	nt	-16	-1	-2	-6	4

From PubChem
